Compound activity deposited in PubChem BioAssay by several laboratories.
Tat transport: E. coli Tat transport inhibition; E. coli MC4100 TorA-mCherry Tat export, fluorescence; inhibition, % at 10 µM; 340,000 compounds, 0.036% hits;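 active means mean replicate inhibition at least 50% and at least half of replicates individually reaching 50%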;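 further: exported cargo escapes ClpAP degradation while cytoplasmic cargo is degraded and loses fluorescence; 0% = median of neutral control wells and 100% = median of NaSCN control wells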
PfHsp90 set2: reduces growth (ATP signal) of yeast expressing P. falciparum Hsp90; inhibition, % at 9.4 µM; AID 504621; S. cerevisiae expressing PfHsp90, BacTiter-Glo ATP, 48 h; yeast lacking PDR1 and PDR3 efflux regulators; 310,000 compounds, 0.32% hits;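 active means every replicate shows inhibition above about 80%, whatever the replicate mean, limit read from the data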;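 further: 0% = DMSO neutral controls and 100% = 20 µM radicicol positive controls; yeast relying on Plasmodium falciparum Hsp90 in place of its own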
DSG3 Ab inh: human desmoglein-3 autoantibody binding inhibition; binding (percent of control), % at 10 µM; AID 588358; 310,000 compounds, 0.48% hits; DSG3-coupled beads, scFv-anti-DSG3-GFP binding, flow cytometry; stronger effect = lower value;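 active means binding more than 3 SD below its plate's average and above zero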;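 further: hits lower antibody fragment binding to DSG3; some compounds called inactive have numbers as strong as hits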
Target sequence (P32926 whole entry, looked up, the tested form may be a part): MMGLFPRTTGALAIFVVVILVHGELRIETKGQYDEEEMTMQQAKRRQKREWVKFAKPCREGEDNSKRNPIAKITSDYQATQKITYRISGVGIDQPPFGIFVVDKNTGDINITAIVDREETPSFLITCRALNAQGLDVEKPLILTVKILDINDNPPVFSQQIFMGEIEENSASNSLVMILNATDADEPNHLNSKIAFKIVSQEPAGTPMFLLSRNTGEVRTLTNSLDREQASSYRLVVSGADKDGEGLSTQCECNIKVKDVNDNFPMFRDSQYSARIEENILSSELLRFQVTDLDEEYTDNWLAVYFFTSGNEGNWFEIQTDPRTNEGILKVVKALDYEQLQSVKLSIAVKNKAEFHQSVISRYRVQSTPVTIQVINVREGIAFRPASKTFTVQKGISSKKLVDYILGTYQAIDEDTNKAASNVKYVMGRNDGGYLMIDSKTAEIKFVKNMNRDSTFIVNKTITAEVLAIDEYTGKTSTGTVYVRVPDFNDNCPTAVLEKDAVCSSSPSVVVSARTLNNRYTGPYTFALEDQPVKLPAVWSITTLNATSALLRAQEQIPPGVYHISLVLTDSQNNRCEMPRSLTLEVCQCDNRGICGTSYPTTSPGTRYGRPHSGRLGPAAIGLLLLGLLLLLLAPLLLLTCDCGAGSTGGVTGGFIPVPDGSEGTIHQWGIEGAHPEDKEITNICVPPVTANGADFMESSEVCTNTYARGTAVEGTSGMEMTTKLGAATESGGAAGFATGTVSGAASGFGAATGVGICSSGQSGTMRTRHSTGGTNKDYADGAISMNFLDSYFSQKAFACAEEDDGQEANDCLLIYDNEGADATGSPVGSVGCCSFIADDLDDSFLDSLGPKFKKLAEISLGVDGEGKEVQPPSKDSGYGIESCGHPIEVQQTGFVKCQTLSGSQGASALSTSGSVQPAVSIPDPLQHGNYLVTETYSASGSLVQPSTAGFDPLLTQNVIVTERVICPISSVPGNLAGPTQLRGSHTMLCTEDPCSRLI
OPRM1-OPRD1 inv: inverse agonists of human mu-delta opioid receptor heterodimerization; P35372+P41143; inhibition, % at 9.3 µM; 340,000 compounds, 0.21% hits; cell-based MOR-DOR heterodimer luminescence, inverse agonism; in the data active means inhibition above about 22%, passing the limit was not always enough;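 further: 0% = cells with DMSO and 100% = wells without cells with DMSO; values of inactives mirror those of a sister screen read the other way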
Arrestin-AP2 inh: inhibitors of human beta-arrestin and AP2 interaction; FITC-arrestin peptide / GST-AP2 beads, flow cytometry; AP2 beta2 appendage carries R879A mutation; inhibition, % at 10 µM; 340,000 compounds, 0.31% hits;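 active means inhibition above a set limit, near 3 SD of compounds lacking own fluorescence, cut at about 54% in these data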;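 further: plate controls were DMSO wells for no effect and 5 µM unlabelled arrestin peptide for full effect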
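Measured by: flow cytometry, FL1 (488/535 nm); Material: AP2 appendage R879A on GSH beads; Evaluation: percent response; Timing: pre-incubation 12 min, peptide binding 1 h, room temperature; Also added: 50 nM FITC-arrestin peptide; Medium: PBS with 0.05% Tween 20 and 0.1% BSA.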
Ecoli viability: counter-screen for AddAB inhibitors: E. coli growth inhibition | inhibition, % at 11.9 µM | E. coli V3065 growth, OD600 absorbance, 18 h | 330,000 compounds, 0.27% hits;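 active means inhibition above the campaign's mean inhibition across all tested compounds plus 3 SD, cut at about 9.9% in these data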;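 further: uninfected addAB+ strain grown without phage in ampicillin broth; 0% = DMSO wells and 100% = ciprofloxacin 0.95 µg/ml wells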
phage Ecoli inh: E. coli growth loss with phage present. growth absorbance. inhibition, % at 11.9 µM. 360,000 compounds, 0.26% hits. AID 651602; in the data active means inhibition above about 11%
PKA-R1A activ: PKA-R1A complex activation; activation, % at 11.4 µM; P00514+P68181; AID 504707; PKA-R1A dissociation, Cy5-IP20 fluorescence polarization; scaled: DMSO 0%, 113 µM cGMP 100%; 340,000 compounds, 0.083% hits;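 active means percent activation above the mean of all tested compounds plus 3 SD, cut at about 19% in these data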;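 further: higher means more PKAc released from R1A so a rise in polarization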
AddAB inh: less growth of phage-infected E. coli with AddAB. E. coli expressing H. pylori AddAB, absorbance growth. inhibition, % at 11.9 µM. 330,000 compounds, 0.29% hits. AID 435030; in the data active means inhibition above about 12%;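 further: 0% = vehicle wells of infected cells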
Mot1-301 SUMO: blocks SUMOylation pathway, rescuing yeast Mot1-301 growth. S. cerevisiae Mot1-301 growth rescue, ATP luminescence, 38.5C; percent above DMSO median, 100 means doubled. growth rescue, % at 18.8 µM. 320,000 compounds, 1% hits;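 active means every valid replicate shows activation above 250% relative to neutral control wells; inactive means the rest, any valid replicate at or below 250%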;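 further: OY570 slx delta 5 strain wells were the positive control but not used for scaling; some compounds called inactive have numbers as strong as hits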
OPRM1-OPRD1 ag: OPRM1-OPRD1 heterodimerization agonism; P35372+P41143; cells, luminescence; activation, % at 9.3 µM; 340,000 compounds, 0.3% hits; in the data active means activation above about 18%;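 further: 0% = vehicle-treated cells and 100% = reference agonist; values of inactives mirror those of a sister screen read the other way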
An asterisk follows results filed as active; . = no result given.

SMILES	Tat transport	PfHsp90 set2	DSG3 Ab inh	OPRM1-OPRD1 inv	Arrestin-AP2 inh	Ecoli viability	phage Ecoli inh	PKA-R1A activ	AddAB inh	Mot1-301 SUMO	OPRM1-OPRD1 ag
CCOC(=O)C1CCN(C(=O)c2ccc(Oc3cc(Cl)cc(Cl)c3)o2)CC1	15	-3	113	-25	-1	1.2	1.5	4	1.1	-29	4.7
Cc1ccc(NC(=O)Cn2c([N+](=O)[O-])cnc2C)cc1Cl	1	37	118	0	12	5.5	3.6	-4	6.9	-9	0.1
CCOc1ccccc1N1CCN(C2=C(NS(=O)(=O)c3cccs3)C(=O)c3ccccc3C2=O)CC1	1	-52	92	-3	6	3.3	4.6	-9	-0.3	-22	0.5
CC1(O)N(CCC(=O)Nc2cccc(F)c2)C(=O)OC12CCCCC2 (stereo unspecified)	-1	-31	98	11	-13	0.0	0.4	-9	1.2	13	-2.2
O=C(O)CCCN=CC1=C(O)C(C(=O)c2ccccc2)CCC1=O (stereo unspecified)	-10	3	100	7	27	-1.6	0.8	0	1.1	1	-1.6
CC(OCC(O)CN(C)CCOc1ccccc1)c1ccc(Cl)cc1 (stereo unspecified)	-14	-15	101	-7	2	-2.1	2.1	-8	1.5	51	1.4
O=C(c1cc2c(ccc3ccccc32)o1)N1CCCCC1	5	15	110	-1	-19	0.0	1.5	-4	0.6	164	0.3
CCOc1ccc(NC(=O)CNC(=O)c2ccc(OC)cc2)cc1	-4	-23	100	1	7	-1.2	0.0	13	-1.1	11	-0.2
COc1cccc(NC(=O)CCCn2nc(C)c3c(C)n(-c4ccccc4)nc3c2=O)c1	-2	16	91	17	-5	-1.4	-1.1	2	3.3	0	-3.3
COc1ccc2oc(=O)cc(CN3CCN(Cc4ccc(OC)c(OC)c4OC)CC3)c2c1	-4	-4	92	14	-22	.	0.2	-7	.	-9	-2.4
COc1cc(Cl)ccc1OCc1cc(C(=O)N2CCCCC2c2cccnc2)no1 (stereo unspecified)	2	22	109	17	46	1.5	1.7	3	5.7	29	-3.4
C=C(C)CN(CC)C(=O)COc1ccc(S(=O)(=O)Nc2ccc(OC)cc2)cc1	4	-4	.	0	9	0.9	2.5	1	1.1	0	0.1
CCn1c(CNC(C)=O)nnc1SCC(=O)c1ccc(Br)cc1	15	-1	100	0	15	1.6	2.8	-5	2.5	0	0.0
CCN(CC1CCCN(CCc2cccc(OC)c2)C1)C(=O)C=C(C)C (stereo unspecified)	-6	-18	107	3	-14	-1.5	-0.5	3	-0.4	36	-0.5
CCCCc1nc2c(C)c(N)cnc2n1Cc1cccc([N+](=O)[O-])c1	-4	19	95	8	-1	0.6	4.9	-9	-1.6	-15	-1.8
O=C(NCc1cccc(Cl)c1)c1cc(COc2ccc3ncccc3c2)on1	-4	-11	107	-5	6	1.1	1.6	-2	1.4	-9	1.0
C=CCN=C1NN=C(c2cc(C)n(CCOC)c2C)CS1	1	12	100	13	9	-2.7	1.1	-9	0.7	-8	-2.1
N#CCCN(Cc1ccccc1)C(=S)NC(=O)c1ccccc1	-7	-16	100	13	1	-1.2	-3.6	-9	-2.5	8	-2.4
Cc1ccc(/C=N/Nc2cccc3cccnc23)c(O)c1	7	.	95	-9	25	1.2	1.2	-2	-0.1	-6	1.6
COc1ccc(N2CCN(C(=O)Nc3ccc(S(=O)(=O)N(C)C)cc3)CC2)cc1	-6	71	.	11	-1	1.3	5.8	-3	6.5	2	-1.7
C=CCn1c(=O)c(C(=O)Nc2ccc(C)cc2)c(O)c2ccccc21	-2	9	123	19	-3	-1.1	1.3	7	0.0	318	-3.9
CCOc1ccc(NC(=O)CSc2nnc(-c3cc(C)[nH]n3)n2N)cc1	5	6	105	16	-10	-1.4	2.6	-3	2.4	11	-3.1
COc1cc(/C=N\NC(=O)C(C)(C)O)ccc1OC/C=C/c1ccccc1	-4	3	112	11	-8	.	4.0	-7	.	-11	-3.5
CC(C)c1ccc2c(c1)C(c1cccs1)=NNC(c1ccncc1)=N2	1	11	101	6	17	0.8	3.6	11	4.9	-6	-1.1
CC1(c2ccccc2Cl)NC(=O)N(CC(=O)N2c3ccccc3NC(=O)C2(C)C)C1=O (stereo unspecified)	-6	.	109	12	23	3.0	1.1	6	-1.4	-5	-3.1
New compounds follow
SMILES	Tat transport	PfHsp90 set2	DSG3 Ab inh	OPRM1-OPRD1 inv	Arrestin-AP2 inh	Ecoli viability	phage Ecoli inh	PKA-R1A activ	AddAB inh	Mot1-301 SUMO	OPRM1-OPRD1 ag
Cc1ccc(C)c(N(CC(=O)NC2CCCC2)C(=O)CCC(=O)Nc2cc(C)on2)c1	1	26	120	-12	-4	0.2	-0.1	3	1.4	18	1.5
Cc1cccc(C(=O)OCC(=O)N2CCCC2=O)c1O	10	-31	98	-1	39	-2.1	7.4	-4	1.3	4	0.3
Fc1ccc2cnc(-c3ccccc3F)cc2c1	13	7	105	-36	-2	-0.3	2.8	-7	5.4	52	6.6
COc1cc(/C=C/C(=O)NCCN2CCOCC2)cc(OC)c1OC	2	13	.	4	29	-2.6	2.6	9	-1.1	2	-0.7
COc1ccc(C(C)C)cc1S(=O)(=O)n1ccnc1C	-5	-4	103	-3	-3	-0.6	4.2	-8	4.5	30	0.5
O=C(NC(c1ccccc1)c1ccccc1)c1ccccc1	10	-8	73	1	10	.	-1.5	-1	.	.	-0.1
Cc1cc(NC(=S)N(CCN2CCCCC2)Cc2ccco2)ccc1Cl	-11	5	108	-9	-23	-2.0	3.0	10	-4.0	7	1.7
CC(=O)c1ccc(OCc2cc(C(=O)NCCn3nc(C)cc3C)no2)cc1	-2	39	110	11	8	-2.6	-0.7	-1	3.5	6	-3.3
CCCCn1c(N)c(N(CC)C(=O)C2COc3ccccc3O2)c(=O)[nH]c1=O (stereo unspecified)	-5	20	.	4	-10	.	2.7	-6	.	.	-0.6
COc1ccc(-c2nn(-c3ccccc3)cc2/C=C/C(=O)O)cc1[N+](=O)[O-]	-6	-8	101	9	35	0.5	-0.5	-6	2.7	.	-1.8
CSc1ccc(S(=O)(=O)N2CCC(C(=O)NCCCn3ccnc3)CC2)cc1	0	-16	101	11	-6	0.8	2.5	1	2.7	-1	-1.6
COC(=O)c1cc(NC(=O)COC(=O)CCc2c[nH]c3ccccc23)cc(C(=O)OC)c1	-6	-45	102	8	1	.	3.8	-11	.	.	-1.5
O=C(NCc1ccco1)c1cccc(NC(=O)c2ccco2)c1	-5	.	100	9	20	0.7	1.1	-13	2.1	-12	-1.6
CC(C)(C)n1nc2c(c1NC(=O)Cc1ccc(F)cc1)CS(=O)(=O)C2	4	-9	.	28	14	0.3	2.1	-5	2.4	-8	-5.6
COc1ccccc1C=NNc1ccc([N+](=O)[O-])cn1	9	-15	93	5	5	.	-0.1	2	.	.	-1.0
CCOC(=O)N1CCN(C(=O)c2ccc3c(c2)NC(=O)/C(=C/c2ccccc2)S3)CC1	-1	-53	.	-20	-10	2.1	-0.5	-9	3.4	-12	3.8
Cc1cccc(C)c1NC(=O)NNC(=O)c1cc(C(C)(C)C)nn1Cc1ccccc1	6	2	110	9	1	-1.0	1.2	-9	2.3	6	-1.8
Cc1ccc2cccc(OCC(=O)N(C)CC(=O)Nc3ccc(F)cc3)c2n1	-14	-22	.	19	2	0.2	2.0	-7	0.3	-18	-4.8
Cc1cccc(/C=c2\s/c(=C\C(=O)C(C)(C)C)[nH]c2=O)c1	18	-47	100	-4	-18	-3.7	-1.3	-1	2.8	-3	0.8
O=C(OCc1ccccc1)c1ccc(NCc2cc(O)ccc2O)cc1	11	108*	85	-32	-8	.	2.2	-3	.	.	7.4
CCCC(c1nnnn1Cc1ccco1)N1CCC(C(N)=O)CC1 (stereo unspecified)	-1	14	89	1	10	-0.7	1.6	4	-0.1	-14	-0.1
COc1ccccc1NS(=O)(=O)c1ccc(N/N=C/c2c(C)nn(-c3ccccc3)c2N2CCCC2)c([N+](=O)[O-])c1	-2	6	88	10	5	-2.0	0.7	3	0.3	-9	-1.5
CC1=C(C(=O)Nc2ccccc2)C(c2ccccn2)n2nc(CCCO)nc2N1 (stereo unspecified)	13	-7	102	-8	0	-1.9	0.2	-1	-3.4	4	1.5
O=C(CCCN1Cc2ccccc2C1)c1ccc(F)cc1	-3	15	99	11	24	3.0	2.6	10	1.4	7	-2.0
O=C(Nc1ccc2oc(-c3ccncc3)nc2c1)c1cccs1	-2	30	100	16	3	0.4	2.6	-1	-1.3	20	-2.9
(cont.)
SMILES	Tat transport	PfHsp90 set2	DSG3 Ab inh	OPRM1-OPRD1 inv	Arrestin-AP2 inh	Ecoli viability	phage Ecoli inh	PKA-R1A activ	AddAB inh	Mot1-301 SUMO	OPRM1-OPRD1 ag
Clc1ccccc1/C=N/Nc1cc(N2CCOCC2)ncn1	6	-10	104	2	31	.	4.0	-3	.	-6	-0.4
Cn1c(CNC(=O)C(Cc2ccccc2)NC(=O)c2ccccc2F)cc(=O)n(C)c1=O (stereo unspecified)	-2	4	97	15	3	-1.3	0.4	-5	5.5	-8	-2.8
COc1ccccc1N1CC(C(=O)OCc2nc(N)nc(Nc3ccccc3)n2)CC1=O (stereo unspecified)	-2	4	98	-8	17	-2.6	5.6	-19	1.1	2	1.5
Cc1ccc(CNC(=O)CCCN2C(=S)NC(C)(C)CC2C)cc1 (stereo unspecified)	0	-108	89	10	-1	-3.0	2.6	2	3.8	474	-2.0
CCCN1C(=O)/C(=N\OCC(=O)Nc2ccc(C(C)C)cc2)c2ccccc21	11	3	103	-12	9	1.4	3.5	-9	0.9	15	2.0
CN(C(=O)COc1ccc(Oc2ccccc2)cc1)C1CCS(=O)(=O)C1 (stereo unspecified)	4	.	.	2	-8	0.4	1.0	-1	-1.2	-8	-0.4
Cn1nc(C(C)(C)C)cc1NC(=O)Nc1ccc(F)cc1F	-11	34	.	-2	7	-1.3	1.8	-6	2.8	-3	0.4
O=C(Nc1cccc(F)c1)N1C2CCC1CC(O)(c1cccnc1)C2 (stereo unspecified)	-6	-35	97	15	-9	1.5	1.4	4	1.8	3	-2.8
CCOc1ccc(C(NC(C)=O)c2ccc(OC)c(OC)c2)cc1 (stereo unspecified)	0	-7	103	7	5	3.9	5.3	-5	2.1	1	-1.0
O=C(COC(=O)COc1ccc(Cl)cc1)Nc1ccc2c(c1)OCCO2	-7	5	100	-2	1	0.9	1.2	1	1.8	19	0.5
CCOc1ccccc1N(CC(=O)NCc1ccc(OC)cc1)S(C)(=O)=O	-17	5	102	8	-6	1.9	1.4	3	0.9	117	-1.4
